KKLEB cytotox = counter-screen for CF NF-kB inhibitors: cytotoxicity; KKLEB CF airway cells viability, ATPlite luminescence, overnight; active compounds read low; cells stimulated with P. aeruginosa culture filtrate; activity change (cytotoxicity), % at 5 µM; actives 0.36% (n = 360,000);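 active means corrected activity change at or below -50% at 5 µM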
NR2E3 ag-1 = human photoreceptor-specific nuclear receptor agonism; CHO-S Gal4-NCOR/VP16-NR2E3 two-hybrid, luciferase; actives 0.35% (n = 360,000); inhibition of corepressor binding, % at 3.98 µM; Q9Y5X4; AID 602229;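 active means inhibition above the mean of all tested compounds plus 3 SD, cut at about 70% in these data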;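 further: 0% = DMSO with NR2E3 transfected cells and 100% = cells lacking NR2E3 construct; higher means lower luciferase signal from less NR2E3 corepressor binding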
Target sequence (Q9Y5X4 whole entry, looked up, the tested form may be a part): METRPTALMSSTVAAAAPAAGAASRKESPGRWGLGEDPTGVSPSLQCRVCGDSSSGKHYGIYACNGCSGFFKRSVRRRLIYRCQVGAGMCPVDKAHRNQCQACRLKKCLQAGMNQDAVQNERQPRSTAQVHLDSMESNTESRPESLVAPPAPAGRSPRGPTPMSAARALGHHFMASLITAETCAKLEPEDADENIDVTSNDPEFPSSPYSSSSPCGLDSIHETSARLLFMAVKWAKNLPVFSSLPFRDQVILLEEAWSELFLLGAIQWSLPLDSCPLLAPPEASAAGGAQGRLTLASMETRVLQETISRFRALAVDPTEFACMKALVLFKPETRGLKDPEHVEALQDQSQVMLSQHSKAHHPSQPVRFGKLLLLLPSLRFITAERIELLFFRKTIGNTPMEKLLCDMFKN
CF NFkB inh = cystic fibrosis NF-kB activation inhibition. KKLEB NF-kB-GFP reporter, PAF-induced, GFP fluorescence overnight. inhibition, % at 5 µM. actives 0.86% (n = 360,000). AID 588850;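 active means at least 50% inhibition at 5 µM, scaled per plate between neutral and stimulator controls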;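 further: PAF is a Pseudomonas aeruginosa culture filtrate used as stimulus; plate controls were PAF-stimulated DMSO wells for no effect and unstimulated DMSO wells for full effect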
Peg3 prom inh = Peg3 promoter activity inhibition | HeLa PEG-Prom luciferase reporter, luminescence, overnight | inhibition, % at 20 µM | actives 1.7% (n = 360,000);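 active means inhibition of at least 50% at 20 µM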
NR2E3 ag-2 = agonists of human nuclear receptor NR2E3; Q9Y5X4; GST-NR2E3/biotin-RetCOR TR-FRET, 1536-well; inhibition of corepressor binding, % at 4.78 µM; actives 0.12% (n = 320,000); AID 2300;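 active means percent inhibition above the cutoff of mean plus 3 SD of all tested compounds, set per screening campaign, cut at about 20% in these data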;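 further: 0% = DMSO wells and 100% = biotin wells as full block of FRET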
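System: GST-tagged NR2E3 plus biotinylated RetCOR corepressor; Buffer or medium: pH 7.5 Tris-based buffer; Probe or stimulus: RetCOR corepressor, biotinylated, 7 nM; Doses: compound at 4.8 µM, single dose; Schedule: 5 h incubation at 4 °C; Technique: time-resolved FRET; Evaluation: percent inhibition of TR-FRET ratio; Replication: one well per compound, singlicate testing.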
C8 TRAIL sens = sensitizes caspase-8 expressing cells to TRAIL | inhibition (viability loss, TRAIL sensitization), % at 10 µM | AID 624354 | NB7+C8 cells + TRAIL, ATPlite viability luminescence | actives 1% (n = 360,000);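 active means compounds causing at least 50% loss of cell viability in the single-dose screen, relative to plate controls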
HIF-2a inh = HIF-2a inhibition | 786-0 RCC cells HIF-2a reporter, luciferase luminescence, overnight | inhibition, % at 18.8 µM | actives 0.72% (n = 360,000);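 active means inhibition of the luminescence signal of 40% or more relative to plate controls, in a single-dose primary screen at 18.75 µM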
TWEAK Fn14 block = blocks TWEAK-Fn14 interaction in a reporter cell assay. TWEAK-stimulated Fn14 reporter cells, luciferase luminescence, 8 h. inhibition, % at 10 µM. actives 2% (n = 360,000). AID 1159606; in the data active means inhibition above about 50%
TROY signal inh = blocks TROY-dependent signaling in reporter cells; Q293 LMP1-TROYcd NF-kB luciferase reporter, 4 h; inhibition, % at 10 µM; actives 0.98% (n = 360,000); AID 1347056;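 active means compounds whose plate-normalised and pattern-corrected inhibition of the luciferase reporter signal at the single screening dose is 50% or more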
Shn3 3UTR inh = inhibitors of Schnurri-3 3'UTR reporter in osteoblasts; Clone20 osteoblast Shn3 3'UTR firefly luciferase, 24 h; actives 0.52% (n = 360,000); inhibition, % at 12.5 µM;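 active means mean inhibition of at least 75% with every replicate also reaching 75%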;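 further: 0% = median of neutral control wells and 100% = pilot-screen positive control compound; some compounds past the cut are filed as inactive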
MITF TRPM1 inh = MITF TRPM1 promoter inhibition in SK-MEL-5 cells | actives 0.83% (n = 330,000) | inhibition, % at 12.5 µM | SK-MEL-5 TRPM1 promoter luciferase, 24 h;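 active means mean inhibition across replicates of 60% or more, whatever share of single replicates reaches that level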; further: values of inactives mirror those of a sister screen read the other way
Active calls of the source: *; · = no result given. A portion of the library; count on the stated rates, not on these rows.

Sample of the layout:
SMILES | KKLEB cytotox | NR2E3 ag-1 | CF NFkB inh | Peg3 prom inh | NR2E3 ag-2 | C8 TRAIL sens | HIF-2a inh | TWEAK Fn14 block | TROY signal inh | Shn3 3UTR inh | MITF TRPM1 inh
Cc1cccc(OCc2nnc(SCC(=O)O)n2-c2ccccc2)c1 | 11.7 | -33.8 | 3.9 | 8.3 | 5.0 | -9.6 | 15.0 | 2.4 | 1.7 | 11.0 | -5.8
O=C(NC1CCCCC1)C(=S)NCCc1ccccc1 | -7.9 | -32.0 | 10.0 | -132.2 | -0.5 | -13.6 | -148.5 | -23.7 | -90.0 | -26.5 | -62.9

Main list, previewed entries included:
SMILES | KKLEB cytotox | NR2E3 ag-1 | CF NFkB inh | Peg3 prom inh | NR2E3 ag-2 | C8 TRAIL sens | HIF-2a inh | TWEAK Fn14 block | TROY signal inh | Shn3 3UTR inh | MITF TRPM1 inh
Cc1cccc(OCc2nnc(SCC(=O)O)n2-c2ccccc2)c1 | 11.7 | -33.8 | 3.9 | 8.3 | 5.0 | -9.6 | 15.0 | 2.4 | 1.7 | 11.0 | -5.8
O=C(NC1CCCCC1)C(=S)NCCc1ccccc1 | -7.9 | -32.0 | 10.0 | -132.2 | -0.5 | -13.6 | -148.5 | -23.7 | -90.0 | -26.5 | -62.9
Cc1cc(Oc2ccc(Cl)cc2)nc(-c2ccccc2O)n1 | 1.4 | -5.3 | 8.2 | -13.8 | 3.5 | 2.7 | -39.7 | -16.0 | -7.7 | 1.8 | -9.8
Cc1ccc(S(=O)(=O)CCC(=O)OC(C)C(=O)NC2CCCCC2C)cc1 (stereo not drawn) | 2.8 | 7.5 | 4.8 | 2.4 | -2.1 | -10.1 | 11.2 | -1.7 | 0.3 | -14.0 | -0.1
CCN(C(=O)CSc1ncccn1)C1CCS(=O)(=O)C1 (stereo not drawn) | -4.7 | -23.0 | -8.0 | 8.7 | 0.0 | 7.3 | 7.4 | 9.6 | 0.2 | 5.6 | 4.3
CCOc1ccccc1OCCOCCOc1c(Cl)cccc1Cl | -0.1 | -4.2 | 11.2 | -8.4 | 2.1 | 0.5 | 3.4 | -27.7 | -14.8 | -7.0 | -1.2
CSC1=NC(C)(C)C=C(/C=C/c2ccc(Cl)cc2)N1 | 2.0 | -12.1 | 25.5 | 47.6 | -5.2 | -1.0 | 17.6 | -15.3 | 20.0 | 12.7 | 5.9
Cc1cccc(NC(=O)Nc2cccc(Oc3c(F)c(F)c(F)c(F)c3F)c2)c1 | -28.3 | 7.9 | 38.2 | 37.4 | 1.7 | 36.0 | -14.4 | 25.5 | 46.3 | 70.0 | -13.6
CC(C)C(=O)Nc1nnc(S(=O)(=O)N2CCc3ccccc32)s1 | -3.2 | -12.7 | -10.6 | -7.8 | 4.8 | 4.0 | 5.9 | -23.7 | -6.7 | 3.7 | -3.8
Cc1ccc(C2=NOC(C)(c3nnc(-c4ccccc4)o3)C2)cc1 (stereo not drawn) | -8.6 | 9.0 | 1.0 | -9.9 | 1.8 | 0.0 | -38.4 | -32.2 | -32.4 | -4.5 | -1.9
O=[N+]([O-])c1ccc(OCCn2cncn2)cc1 | -6.2 | -10.3 | -3.0 | 13.1 | -1.5 | -2.4 | 10.9 | 23.1 | 18.4 | -10.7 | 5.6
CC(C)OCCCNC(=O)c1ccc(CS(=O)(=O)c2cccc(C(F)(F)F)c2)o1 | 0.2 | 9.7 | 11.3 | 13.0 | 4.8 | 5.9 | 14.5 | 6.0 | 8.8 | -53.3 | 7.7
CCOCCCNC(=O)c1ccc2c(=O)n(Cc3ccc(OC)cc3)c(=O)[nH]c2c1 | 6.5 | 2.9 | -4.9 | 0.8 | -0.2 | -1.9 | 4.9 | 6.2 | 5.5 | -8.7 | -3.2
CC1(C)Oc2ccc3ccc(=O)oc3c2/C(=C/NNC(N)=O)C1=O | -3.0 | -10.1 | -3.9 | -30.6 | -1.6 | -5.9 | -20.6 | -6.6 | 20.2 | 5.5 | 8.2
COC(=O)[C@]12CCCCC=C1N(Cc1ccc(Cl)cc1Cl)C(=O)[C@H](CC(=O)N1CCN(C(=O)c3ccco3)CC1)C2 | · | 14.8 | · | · | · | 7.5 | -8.2 | 16.2 | 23.4 | · | ·
COc1cc(C(=O)OCC#N)ccc1OCc1c(C)noc1C | -3.4 | -7.7 | -16.5 | 5.8 | 1.4 | 26.6 | 8.8 | -11.6 | 23.6 | 8.7 | 2.4
CC(C)(C)c1ccc(S(=O)(=O)N2CC(C(=O)O)Oc3ccc(Cl)cc32)cc1 (stereo not drawn) | 7.0 | -12.1 | -11.4 | 13.3 | 1.4 | -4.7 | 7.5 | 18.4 | -1.0 | -1.1 | 16.4
CN(C)CC(C)(C)CNS(=O)(=O)c1ccc(Cl)cc1 | -1.8 | 14.4 | 6.9 | 16.4 | -3.1 | -6.8 | 12.4 | 45.8 | -6.4 | -3.8 | 9.0
CSS(=O)(=O)c1cccc2cccnc12 | -2.9 | -5.2 | -16.8 | -0.8 | -0.2 | -13.3 | 18.9 | -3.9 | -8.6 | -2.1 | -21.3
CCc1noc(C)c1C(=O)N1CCN(S(=O)(=O)c2ccc(Br)cc2)CC1 | -5.7 | 3.7 | 17.8 | 19.0 | -1.3 | 0.8 | 8.0 | 7.4 | 10.8 | 10.0 | 1.0
O=c1nc(N2CCOCC2)ccn1-c1nc(-c2ccccc2)sc1-c1ccccc1 | 1.0 | -28.9 | 4.1 | 6.0 | -3.1 | 15.0 | 5.9 | 2.5 | -26.9 | -0.1 | 2.1
CC(OC(=O)c1cccc(NS(C)(=O)=O)c1)C(=O)Nc1ccc2c(c1)OCO2 (stereo not drawn) | -7.5 | 5.8 | 17.0 | 6.3 | -0.2 | 5.8 | 15.8 | 8.9 | 10.4 | 54.7 | ·
CCOC(=O)C(CCCOc1ccc(C(C)CC)cc1)C(=O)OCC (stereo not drawn) | 5.6 | 10.8 | -6.2 | -1.9 | 0.5 | 6.9 | 70.5* | 36.6 | 14.9 | 30.9 | -2.4
CC(C)(C)c1cc(CNC(=O)C2CCC(=O)N(Cc3ccccc3F)C2)[nH]n1 (stereo not drawn) | -4.5 | -6.8 | 5.4 | 3.2 | · | 7.1 | -9.8 | 11.5 | -18.2 | 7.5 | ·
O=C(CN(CC1CCCO1)S(=O)(=O)c1ccc(S(=O)(=O)NC2CC2)cc1)Nc1ccccc1 (stereo not drawn) | 0.1 | -1.2 | 1.9 | 8.7 | 3.9 | 6.9 | 11.1 | -4.6 | 3.4 | -1.9 | 2.6

3 of the entries above in order of their number in TWEAK Fn14 block, falling.
SMILES	TWEAK Fn14 block
CCOC(=O)C(CCCOc1ccc(C(C)CC)cc1)C(=O)OCC (stereo not drawn)	36.6
CC(C)(C)c1cc(CNC(=O)C2CCC(=O)N(Cc3ccccc3F)C2)[nH]n1 (stereo not drawn)	11.5
CCOc1ccccc1OCCOCCOc1c(Cl)cccc1Cl	-27.7

Next section:
SMILES | KKLEB cytotox | NR2E3 ag-1 | CF NFkB inh | Peg3 prom inh | NR2E3 ag-2 | C8 TRAIL sens | HIF-2a inh | TWEAK Fn14 block | TROY signal inh | Shn3 3UTR inh | MITF TRPM1 inh
COc1cc(OC)c2c(c1)OC(=O)CC2c1cc(OC)c(OC)c(OC)c1 (stereo not drawn) | 1.2 | 10.2 | 6.2 | -0.8 | · | -6.0 | 3.1 | 5.8 | -13.7 | 10.9 | 2.2
C=CCn1c(=O)c2c(nc(Br)n2Cc2ccccc2Cl)n(C)c1=O | -9.2 | -0.4 | 11.1 | 27.4 | 3.3 | 23.3 | 16.9 | 23.4 | 21.4 | 20.4 | 12.5
Cc1cc(C)c(OCC(=O)N(Cc2ccc(N(C)C)cc2)C2CCS(=O)(=O)C2)c(C)c1 (stereo not drawn) | -6.8 | 1.4 | 3.5 | -5.3 | 4.8 | -6.9 | 11.6 | 9.3 | 5.0 | -12.9 | 7.9
CN(C)CCCNC1=CC(=O)CC(c2ccccc2)C1 (stereo not drawn) | 1.6 | 2.3 | -10.8 | 2.0 | 0.7 | -8.6 | 20.4 | 3.2 | 16.6 | -4.6 | 4.4
CN(C(=O)CSc1nnc(-c2ccccc2)c(-c2ccccc2)n1)C1CCS(=O)(=O)C1 (stereo not drawn) | 4.7 | 20.4 | 12.6 | 0.7 | -2.4 | -7.8 | 19.2 | 3.5 | -0.6 | 20.8 | 6.2
N#Cc1ccc(-c2nc3ccc(Cl)cn3c2Cc2cccc(F)c2)cc1 | -0.1 | -15.7 | -7.2 | -1.8 | · | 6.6 | -16.6 | -19.0 | -12.5 | -3.1 | ·
Cc1ccc(C(=O)NC(=S)Nc2ccc(S(=O)(=O)N3CCN(C)CC3)cc2)cc1 | -7.8 | -6.5 | 7.3 | 9.9 | 0.6 | 7.3 | -9.3 | -0.8 | -21.3 | -5.8 | 4.2
O=C(NC1CCCN(CCc2ccccc2)C1)c1c[nH]c2ccccc12 (stereo not drawn) | 4.7 | -1.6 | -8.4 | 5.2 | 5.4 | -4.5 | 4.5 | 4.3 | 9.1 | -22.6 | 7.0
CCC1=NN(C(=O)c2cccc([N+](=O)[O-])c2)C(O)(c2ccc(C)cc2)C1 (stereo not drawn) | -21.1 | 3.6 | 14.7 | -10.5 | 1.7 | 14.1 | -1.3 | -17.1 | -3.0 | 2.1 | 1.3
CC1Cc2cc(/C(O)=C3/C(=O)C(=O)N(CCN4CCOCC4)C3c3cccc(Cl)c3)ccc2O1 (stereo not drawn) | 5.3 | 5.7 | -12.4 | -10.8 | 11.4 | -0.9 | -7.4 | -10.2 | -3.0 | -23.3 | -1.6
O=C1CN(c2ccc(Br)cc2)C(=O)N1CC(=O)N1CCCc2ccccc21 | 0.4 | 8.9 | -18.3 | -8.5 | 1.1 | -11.6 | 1.7 | 1.9 | -4.2 | 6.0 | 15.1
O=C(NCC(c1ccco1)N1CCc2ccccc2C1)c1ccccc1 (stereo not drawn) | 1.2 | -10.7 | 7.3 | -0.8 | -3.2 | 4.9 | 9.4 | 14.3 | 19.2 | 0.4 | -7.1
O=C(Nc1cccnc1)Nc1cccc(F)c1 | -9.8 | 8.1 | -1.7 | -26.2 | -3.9 | 33.6 | -72.9 | 0.4 | -55.9 | 3.2 | -1.4
CCCN(CC(=O)Nc1ccccc1C)C(=O)C1CC(=O)N(c2ccccc2C(C)CC)C1 (stereo not drawn) | 7.6 | -14.0 | 0.1 | 18.3 | -0.8 | -26.3 | 10.2 | 3.5 | 12.0 | 5.1 | 3.2
CCC(C(=O)NC1CCCC1)n1nc(C)n2c(cc3occc32)c1=O (stereo not drawn) | 3.6 | -13.2 | 8.2 | 1.6 | 0.5 | -1.7 | 12.5 | -0.7 | 9.9 | 0.1 | 7.9
O=C(C(c1ccccc1)c1ccccc1)N1CCCc2ccccc21 | -9.9 | -9.2 | 3.3 | -27.3 | -0.9 | -10.8 | -55.0 | 41.1 | -13.9 | -13.8 | 12.5
O=C(Nc1ccccc1Oc1ccccc1)C1=COCCO1 | -17.6 | -4.8 | 8.9 | 7.7 | -2.8 | 6.7 | -7.2 | 0.7 | -0.4 | 7.5 | 4.2

High-throughput results: PubChem, several laboratories
